Screens deposited in PubChem BioAssay by Southern Research Specialized Biocontainment Screening Center.
Salmonella PhoP GFP = PhoP regulon inhibitors, Salmonella typhi PhoP promoter GFP reporter, confirmatory (AID 1850). Salmonella Typhi PhoP-promoter GFP reporter, fluorescence, 4 h; higher % means a stronger effect. inhibition, % at 50 µM, or IC50 in µM where a hit was titrated. actives 0.33% (n = 310,000); in the data active means a potency from the dose series; inconclusive means inhibition mostly from about 25% at the one dose, without a potency; inactive means the rest, 99 in 100 with inhibition below about 19%;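 further: 0% = induced wells with vehicle and 100% = uninduced wells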
tuberculosis growth = growth inhibition of non-replicating M. tuberculosis (AID 488890); Mycobacterium tuberculosis non-replicating, growth inhibition; higher % means a stronger effect; inhibition, % at 25 µM, or IC50 in µM where a hit was titrated; actives 0.39% (n = 320,000); in the data active means a potency from the dose series; inconclusive means inhibition mostly from about 82% at the one dose, without a potency; inactive means the rest, 99 in 100 with inhibition below about 76%;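 further: plate controls were DMSO cells for no effect and high antibiotic wells for full effect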
H1N1 NS1A inhibition = H1N1 influenza NS1A inhibitors, functional cell based assay (AID 504329). actives 0.3% (n = 340,000). NS1A functional cell-based assay, percent inhibition; higher % means a stronger effect. inhibition, % at 12.5 µM, or IC50 in µM where a hit was titrated; in the data active means a potency from the dose series; inconclusive means inhibition above about 27% without an active follow-up result; further: strong numbers were not always called active
inhibitors of VEEV = inhibitors of VEEV TC-83 cytopathic effect, confirmation, Vero cells (AID 588727) | Vero cells, VEEV TC-83 cytopathic effect inhibition; higher % means a stronger effect | inhibition, % at 20 µM, or IC50 in µM where a hit was titrated | actives 0.13% (n = 350,000); in the data active means a potency from the dose series; inconclusive means inhibition mostly from about 14% at the one dose, without a potency; inactive means the rest, 99 in 100 with inhibition below about 12%; further: strong numbers were not always called active
M. tuberculosis HTS = M. tuberculosis growth inhibition, HTS (AID 449762). M. tuberculosis H37Rv growth inhibition, 7H9 media; higher % means a stronger effect. one-dose inhibition, % at 25 µM; IC50 in µM for titrated hits. actives 0.59% (n = 330,000); in the data active means a potency from the dose series; inconclusive means inhibition above about 70% without an active follow-up result;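 further: bacterial growth assessed after seven days of incubation; strong numbers were not always called active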
inhibitors of VEEV 10K pilot screen = second read-out of inhibitors of VEEV, no call of its own (marks repeat the call); inhibition, %; measured here: 10K pilot screen inhibition
Active calls of the source: *; i = inactive; u = inconclusive; x = not tested or not shown.

SMILES	Salmonella PhoP GFP	tuberculosis growth	H1N1 NS1A inhibition	inhibitors of VEEV	M. tuberculosis HTS	others
CN1CCN(c2ccccc2NC(=O)c2ccc(-c3ccc(Br)cc3)o2)CC1	-3%	7%	-9%	8.4%	11%
O=C1C(C=Nc2ccccc2)=C(O)c2ccccc21	2%	14%	14%	3.9%	5%	inhibitors of VEEV 10K pilot screen=4.4
COc1ccccc1N1CCN(C2CC(=O)N(c3ccc(F)cc3)C2=O)CC1 (stereo unspecified)	-2%	-1%	-6%	0.1%	-6%
N#Cc1ccc(Oc2ncccn2)cc1	5%	-7%	-2%	i	-1%
CCN(Cc1ccccc1)C(=O)CCc1nc(-c2ccc(C)cc2)no1	-7%	40%	-16%	1.5%	-12%
CC(=O)C1=C(O)C(=O)N(Cc2cccnc2)C1c1ccccc1Cl (stereo unspecified)	-5%	12%	-6%	0.7%	0%
CCOc1ccc(-c2ccc(C=O)o2)c([N+](=O)[O-])c1	-7%	i	0%	1.9%	-1%
CCCCc1cc(=O)oc2c(C)c(OCC(=O)NCc3ccccn3)ccc12	-9%	11%	-7%	1.4%	-10%
COCCn1c(Br)nc2c1c(=O)n(C)c(=O)n2C	0%	0%	x	i	-1%
CC(OC(=O)Cc1ccc(F)cc1)C(=O)NCc1ccc2c(c1)OCO2 (stereo unspecified)	2%	41%	-6%	1.5%	-6%
CNC(=O)NC(=O)COC(=O)c1n[nH]c2ccccc12	13%	25%	-8%	0.5%	5%
COC(=O)C1=C(c2ccccc2OCc2ccccc2)C[C@@H]2CC[C@H]1N2C(=O)NCc1ccc([N+](=O)[O-])cc1	x	34%	20%	i	3%	inhibitors of VEEV 10K pilot screen=2.3
Cc1ccc(C(=O)CSc2nc(C(C)C)nc3ccccc23)cc1	8%	70%	-18%	2.7%	4%
Cc1cc(-c2nnc(SCC(=O)Nc3nc(-c4ccccc4)cs3)o2)no1	3%	44%	2%	i	-9%
O=C1COc2ccc(C(=O)c3ccccc3C(=O)NCc3ccco3)cc2N1	2%	4%	11%	i	-2%
COc1ccc(S(=O)(=O)Nc2ccccc2C(=O)N2CCOCC2)cc1Cl	-6%	0%	-11%	i	1%
CSc1nsc(SCC(=O)Nc2ccc(F)cc2)n1	12%	u	2%	1.6%	u
OCC1(CCc2ccccc2)CCN(Cc2ccc3nsnc3c2)CC1	1%	3%	10%	0.1%	-4%	inhibitors of VEEV 10K pilot screen=0.2
S=C(Nc1ccc2cn[nH]c2c1)Nc1ccc(Cl)cc1Cl	1%	u	7%	4.7%	0%
CCCCn1c(Cc2ccccc2)nnc1SCC(=O)Nc1cc(C)on1	18%	-6%	5%	0.5%	0%	inhibitors of VEEV 10K pilot screen=1.4
CCOc1ccc(S(=O)(=O)Nc2ccc(C(=O)N3CC(C)OC(C)C3)cc2)cc1 (stereo unspecified)	5%	-9%	-1%	1.1%	-3%
CC(=O)c1cccc(NC(=O)NC(C)c2ccc3c(c2)OCO3)c1 (stereo unspecified)	-3%	6%	-7%	2.0%	-2%
Cc1cc(C)cc(NC(=S)NC2CC3CCCC(C2)N3C2CCCC2)c1 (stereo unspecified)	7%	35%	2%	0.3%	-2%
Cc1ccc(SCC(=O)NNC(=O)C2CCCCC2)cc1	3%	-25%	-8%	1.6%	-3%

A draw from above in order of count of non-hydrogen atoms, highest first.
SMILES	Salmonella PhoP GFP	tuberculosis growth	H1N1 NS1A inhibition	inhibitors of VEEV	M. tuberculosis HTS	others
COC(=O)C1=C(c2ccccc2OCc2ccccc2)C[C@@H]2CC[C@H]1N2C(=O)NCc1ccc([N+](=O)[O-])cc1	x	34%	20%	i	3%	inhibitors of VEEV 10K pilot screen=2.3
CCOc1ccc(S(=O)(=O)Nc2ccc(C(=O)N3CC(C)OC(C)C3)cc2)cc1 (stereo unspecified)	5%	-9%	-1%	1.1%	-3%
CCCCc1cc(=O)oc2c(C)c(OCC(=O)NCc3ccccn3)ccc12	-9%	11%	-7%	1.4%	-10%
COc1ccc(S(=O)(=O)Nc2ccccc2C(=O)N2CCOCC2)cc1Cl	-6%	0%	-11%	i	1%
Cc1cc(C)cc(NC(=S)NC2CC3CCCC(C2)N3C2CCCC2)c1 (stereo unspecified)	7%	35%	2%	0.3%	-2%
CC(=O)c1cccc(NC(=O)NC(C)c2ccc3c(c2)OCO3)c1 (stereo unspecified)	-3%	6%	-7%	2.0%	-2%
Cc1ccc(SCC(=O)NNC(=O)C2CCCCC2)cc1	3%	-25%	-8%	1.6%	-3%
CNC(=O)NC(=O)COC(=O)c1n[nH]c2ccccc12	13%	25%	-8%	0.5%	5%
CSc1nsc(SCC(=O)Nc2ccc(F)cc2)n1	12%	u	2%	1.6%	u
COCCn1c(Br)nc2c1c(=O)n(C)c(=O)n2C	0%	0%	x	i	-1%

(cont.)
SMILES	Salmonella PhoP GFP	tuberculosis growth	H1N1 NS1A inhibition	inhibitors of VEEV	M. tuberculosis HTS	others
CSc1nc(C)cc(/C=C\c2ccccc2)c1C#N	2%	4%	-7%	i	-6%
COc1ccc(CCn2c(O)c(C=NCCCN(C)C)c(=O)[nH]c2=O)cc1OC	-16%	10%	-4%	4.3%	18%
O=S(=O)(NC1CCCC1)c1ccc(S(=O)(=O)NC2CCCC2)cc1	-12%	-2%	-1%	i	4%
O=S(=O)(Nc1ccc2oc(-c3ccccc3)nc2c1)c1ccccc1	-1%	6%	4%	4.4%	10%
CC(=O)NCCCc1c[nH]c2ccc(Cl)cc12	4%	-6%	5%	4.8%	0%
CCOC(=O)C1=C(O)/C(=C/c2cn(CC(=O)NCC3CCCO3)c3ccccc23)SC1=Nc1ccc(C)cc1 (stereo unspecified)	-82%	7%	4%	i	5%
CCN1C[C@@H]2[C@@H]3C(=O)N(Cc4ccccc4)C(=O)[C@@H]3[C@](Cc3ccccc3)(C1=O)N2C(=O)c1ccc(Cl)c(Cl)c1	x	x	-11%	0.7%	x
OCCCn1c(C(CO)Nc2nc(-c3ccc(Cl)cc3)cs2)nc2ccccc21 (stereo unspecified)	7%	-3%	13%	3.4%	30%
COc1ccc(-n2ccnc2CN2CCCC(CO)(Cc3cccc(OC)c3)C2)cc1 (stereo unspecified)	-1%	39%	7%	1.3%	22%
COC(=O)C1CC(=O)N(Cc2ccccc2)C1 (stereo unspecified)	1%	4%	13%	1.1%	0%
CCOC(=O)Cc1csc(SCc2nc3ccccc3c(=O)[nH]2)n1	0%	14%	-4%	2.3%	-3%
Cc1[nH]n(-c2ccccc2)c(=O)c1C1(C(F)(F)F)C(=O)N(c2ccccc2)C2=C1C(=O)CC(C)(C)C2 (stereo unspecified)	-7%	13%	1%	1.8%	2%
CCOc1cc(C#N)c(NC(=O)c2cccnc2)cc1OCC	1%	1%	1%	7.8%	5%
COCCNC(=O)C1CC2Cn3c(nc4cc(Cl)c(Cl)cc43)C2N1C (stereo unspecified)	-14%	-4%	4%	0.1%	2%
O=C(NC1(C(=O)NC2CCCC2)CCCCC1)c1ccc2c(c1)OCO2	-5%	-2%	9%	0.1%	-8%
CCCCN1CCC(CN2C(=O)C(=O)NC[C@@H]2Cc2ccccc2)CC1	x	x	13%	1.5%	x
COc1ccc(-c2ccc(C#N)c(OC(=O)c3c(Cl)cccc3Cl)n2)cc1	2%	9%	16%	0.6%	-3%
COc1cc(C(=O)Nc2cccc(-c3nc4ncccc4o3)c2C)cc(OC)c1OC	-21%	4%	3%	2.5%	-3%
CCOC(=O)c1cc(-c2nnc(-c3ccc(Cl)cc3)o2)c(C)nc1C	-14%	-15%	-2%	1.6%	2%
Cn1cc(C(=O)c2ccc(Cl)cc2Cl)cc1C(=O)N/N=C(\N)COc1cccc(C(F)(F)F)c1	6%	3%	-16%	i	12%
COc1ccc(C(=O)Nc2cc(C(F)(F)F)ccc2-n2cnc3ccccc32)cc1	-8%	15%	-8%	3.4%	-1%
N#Cc1ccc(CN2C(=O)NC3(CCCCCC3)C2=O)cc1	1%	9%	-4%	0.6%	-5%
CCOC(=O)/C(C#N)=C/c1cccc(C)c1	-4%	12%	-21%	3.1%	5%
COC(=O)c1ccccc1NC(=O)c1ccc(NC(=O)C2CCCO2)cc1 (stereo unspecified)	1%	8%	11%	9.6%	13%
Cc1cc(C)cc(N(CCC#N)C(=O)CSc2nc3nc(C)cc(C)n3n2)c1	-3%	11%	-4%	1.0%	-6%
CC(C)(C)OC(=O)NCc1nc(N)n[nH]1	4%	-11%	-11%	0.3%	-5%
COc1ccc(CNS(=O)(=O)c2ccc3c(c2)NC(=O)C(C)S3)cc1 (stereo unspecified)	2%	18%	-5%	5.7%	7%
Cc1cccc(NC(=O)CSc2nnc(-c3ccccc3)n2N)c1C	6%	11%	-6%	1.7%	-18%	inhibitors of VEEV 10K pilot screen=0.2
O=C(NCc1ccco1)c1cccnc1-c1nc2ccccc2s1	14%	x	5%	1.8%	4%
O=C(COC(=O)c1c(F)cccc1F)c1ccc[nH]1	3%	50%	x	x	5%
CC(=O)NNC(=O)CSc1nnc(-c2ccccc2)c(-c2ccccc2)n1	15%	-6%	1%	7.5%	3%
CC1CCN(C(=O)Cn2nc(C(F)(F)F)c3c2CCCC3)CC1	-11%	9%	25%	4.8%	-4%
COc1ccc(CC(=O)NNC(=O)CSc2ccc(C)cc2)cc1	-7%	-9%	2%	i	5%
CCCS(=O)(=O)Nc1cc(C(F)(F)F)ccc1OCCOC	3%	38%	-6%	0.2%	5%
COc1cc2c(c(OC)c1O)-c1ccc(OC)c(=O)cc1C(NC(=O)C(F)(F)F)CC2 (stereo unspecified)	x	x	2%	1.9%	x
Cc1ccc(C)n1-n1cnc2scc(-c3cccs3)c2c1=O	-2%	28%	-9%	4.4%	4%
CC1CN(c2ccc(Oc3ccccc3)cc2)c2nc3c(c(=O)[nH]c(=O)n3C)n2C1 (stereo unspecified)	x	x	3%	i	x
Cc1noc(C)c1S(=O)(=O)N1CCC(C(=O)NCCc2ccc(S(N)(=O)=O)cc2)CC1	0%	-2%	1%	0.6%	5%
N#Cc1c(NC(NC(=O)c2ccco2)C(=O)c2ccccc2)sc2c1CCCC2 (stereo unspecified)	17%	36%	8%	3.6%	u
CC1=C/C(=C(/c2cc(C)c(O)c(Br)c2)c2ccccc2S(=O)(=O)O)C=C(Br)C1=O	15%	8%	16µM*	i	15%
CC(=O)Nc1ccc(NS(=O)(=O)c2ccccc2)c2ccccc12	-19%	-1%	17%	1.7%	14%
O=C(O)C1CCCCC1C(=O)NCc1ccncc1 (stereo unspecified)	7%	-1%	4%	i	6%
Cc1ccccc1C(=O)NC1CCSC1=O (stereo unspecified)	0%	-5%	-2%	0.8%	-3%
